SMARCA2 activ: increases SMARCA2 function in MMTV reporter cells | activation, % at 9.1 µM | AID 652017 | MG213 cells, MMTV-luciferase reporter, dexamethasone, overnight | actives 1% (n = 370,000); in the data active = activation above about 7.8%;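 also: 0% = vehicle wells and 100% = reference activator wells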
HGIII-sPLA2 inh: Blocks human group III sPLA2 activity | Q9NZ20 | QFRET BODIPY PC-A2 liposome hydrolysis, fluorescence | inhibition, % at 12.2 µM | actives 0.56% (n = 370,000) | AID 743126;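 active = inhibition above mean plus 3 SD of compounds lying within the high and low control bounds, cut at about 19% in these data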;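 also: 0% = median of test compound wells and 100% = no enzyme DMSO wells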
Target sequence (Q9NZ20 whole entry, looked up): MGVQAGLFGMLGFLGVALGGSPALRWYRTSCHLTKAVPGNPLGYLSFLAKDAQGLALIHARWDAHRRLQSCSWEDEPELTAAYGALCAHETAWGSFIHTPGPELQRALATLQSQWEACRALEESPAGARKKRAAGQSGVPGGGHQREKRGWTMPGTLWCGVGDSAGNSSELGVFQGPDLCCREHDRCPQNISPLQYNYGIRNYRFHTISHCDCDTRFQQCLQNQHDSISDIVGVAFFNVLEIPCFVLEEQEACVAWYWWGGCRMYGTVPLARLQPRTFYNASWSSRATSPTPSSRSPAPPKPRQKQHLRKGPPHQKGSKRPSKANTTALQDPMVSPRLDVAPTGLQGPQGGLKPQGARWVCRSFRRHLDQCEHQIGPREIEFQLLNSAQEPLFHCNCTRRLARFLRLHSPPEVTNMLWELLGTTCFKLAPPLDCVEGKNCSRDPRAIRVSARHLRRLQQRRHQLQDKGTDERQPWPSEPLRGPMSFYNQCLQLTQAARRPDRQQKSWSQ
PLC-beta3 inh: PLC-beta3 (human) inhibition, primary screen | Q01970 | Purified PLC-beta3, fluorogenic substrate, fluorescence | inhibition, % at 12.2 µM | actives 0.18% (n = 370,000); in the data active = inhibition above about 11%;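 also: 0% = median of compound wells on plate and 100% = full blocker control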
FXN GAA850 act: frataxin GAA850 promoter activation; HEK293 lucGAA850 FXN promoter luciferase reporter, 24 h; percent of 10 µM SAHA response; activation, % at 6 µM; actives 0.56% (n = 360,000);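 active = activation above the average of all compounds screened plus 3 SD, cutoff fixed separately per campaign, cut at about 7.5% in these data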;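 also: 0% = DMSO wells and 100% = 10 µM SAHA wells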
hcDAF12 agonist: activates DAF-12 receptor from parasite H. contortus | HEK293 hcDAF-12 lit1-tk-luc reporter, luminescence; 0% DMSO, 100% Δ7-dafachronic acid | activation, % at 6.8 µM | actives 1.4% (n = 370,000) | AID 652067;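 active = activation above the mean of all tested compounds plus 3 SD, cut at about 5.5% in these data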;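 also: 100% = response to 3 µM Δ7-dafachronic acid high control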
Rev-erbA mod: modulates human Rev-erb alpha binding to DNA. P20393. Rev-erbα–FITC-DNA binding, fluorescence polarization, 90 min. activity, % at 10 µM. actives 0.79% (n = 370,000);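 active = activity above about 14%, limit read from the data; passing the limit was not always enough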;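 also: 0% = DMSO wells with 35 nM protein and 100% = DMSO wells with 750 nM protein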
PG9 binder: binds the HIV-1 gp120 antibody PG9; inhibition, % at 6.7 µM; TR-FRET gp120-PG9 antibody binding; actives 0.43% (n = 360,000); in the data active = inhibition above about 8.5%
DAX1 inh-1: inhibitors of human orphan nuclear receptor DAX1 (NR0B1); P51843; HEK293 Gal4-DAX1 luciferase reporter, luminescence; inhibition, % at 6.75 µM; actives 0.99% (n = 340,000); AID 504766;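 active = inhibition above the mean over all tested compounds plus 3 SD, cut at about 4.2% in these data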;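 also: 0% = DAX1-transfected cells with DMSO and 100% = empty-vector control cells with DMSO; inhibition shows as a rise in luminescence from relieved DAX1 repression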
Target sequence (P51843 207-470 limits assumed): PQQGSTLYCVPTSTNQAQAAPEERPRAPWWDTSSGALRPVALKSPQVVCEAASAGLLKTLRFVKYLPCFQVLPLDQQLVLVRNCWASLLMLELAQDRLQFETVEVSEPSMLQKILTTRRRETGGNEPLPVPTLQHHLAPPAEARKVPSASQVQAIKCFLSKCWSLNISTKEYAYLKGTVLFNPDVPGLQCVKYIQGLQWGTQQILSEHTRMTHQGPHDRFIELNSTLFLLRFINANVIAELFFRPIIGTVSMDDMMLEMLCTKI
hgDAF-12 ag: agonists of H. glycines DAF-12 nuclear receptor; HEK293 GAL4-hgDAF12 UAS-luciferase reporter, agonist luminescence; normalized to butyrate control; activation, % at 6.8 µM; actives 1.8% (n = 370,000); AID 687014;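 active = activation above a cutoff set at the mean of all screened compounds plus 3 SD, cut at about 10% in these data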;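 also: 0% = DMSO wells and 100% = sodium butyrate wells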
ssDAF-12 act: activates DAF-12 receptor from parasite S. stercoralis | HEK293 ssDAF-12/GRIP1 lit1-tk-luc reporter, luminescence; % of 3 µM dafachronic acid response | activation, % at 6.8 µM | actives 1% (n = 370,000) | AID 652126;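 active = activation above the mean over all tested compounds plus 3 SD, cut at about 0.9% in these data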;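 also: 0% = DMSO-only wells and 100% = 3 µM delta7-dafachronic acid wells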
DAX1 inh-2: inhibitors of DAX1 repression of SF-1 activated StAR promoter. HEK293T StAR-luciferase reporter, SF-1/DAX-1 repression relief. inhibition, % at 6.8 µM. actives 1.1% (n = 370,000). AID 652010;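 active = inhibition above the mean over all tested compounds plus 3 SD, cut at about 3.6% in these data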;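 also: 0% = DAX-1 cells with DMSO and 100% = cells lacking DAX-1 with DMSO; higher inhibition means more luminescence from relief of DAX-1 repression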
Starred values were filed as active, the others as inactive; / = no result given.

SMILES	SMARCA2 activ	HGIII-sPLA2 inh	PLC-beta3 inh	FXN GAA850 act	hcDAF12 agonist	Rev-erbA mod	PG9 binder	DAX1 inh-1	hgDAF-12 ag	ssDAF-12 act	DAX1 inh-2
COc1ccccc1-c1nc2c(c(SCC(=O)N3CCCCC3)n1)Cc1c(CO)cnc(C)c1O2	-1	4	-24	-3.3	-4.7	-4	-1.8	-0.8	-4.6	-0.7	-0.8
CCOC(=O)Cc1nnc(NC(=O)COc2ccc(C)cc2)s1	0	-32	-8	1.2	-0.8	-6	-2.8	0.0	2.6	-1.3	-0.1
COc1cccc(/C=C2\SC(=O)N(CCC(=O)NNC(=O)c3ccccc3Cl)C2=O)c1	1	7	0	1.9	-2.4	-5	-37	-1.1	-0.3	-1.4	-0.1
C[C@@H](C(=O)Nc1ccc2ccccc2c1)[C@@H]1C[C@@]1(C)[C@@H](N)c1ccccc1	0	0	-1	-1.7	-0.2	4	0.1	-0.6	0.9	-1.3	-0.3
O=C(CSc1nc2ccccc2c(=O)[nH]1)Nc1ccc(N2CCOCC2)cc1	-3	9	-7	2.0	-1.2	-4	-3.7	0.9	-2.7	-0.5	-1.2
CC(=O)Nc1ccc(/C(C)=N/NC(=O)c2ccc(CN3CCOCC3)cc2)cc1	-2	7	-6	0.3	-0.6	-2	0.5	0.0	3.2	-1.7	0.8
CC(C)OC(=O)CC1C(=O)NCCN1C(=S)NC(=O)CCc1ccccc1 (stereo not drawn)	-1	5	0	-0.2	-0.7	-3	1.8	-1.4	-2.6	-1.1	0.8
CCc1ccc(NC(=O)C(CC)Sc2nc3cc4c(cc3c(=O)n2Cc2ccco2)OCO4)cc1 (stereo not drawn)	-1	4	1	-0.6	-1.5	3	-0.4	2.0	-0.5	-1.3	0.4
O=C(O)c1ccc(Nc2ncnc3c2cnn3Cc2ccccc2)cc1	1	-5	-15	3.9	0.1	-8	0.5	0.8	3.5	-0.9	-0.4
Cc1ccc(NC(=S)NCC2CCCO2)c(OC(F)F)c1 (stereo not drawn)	-3	19	0	0.5	-0.3	0	-1.4	3.2	-1.6	-0.6	0.1
CCCCCCSc1ccc([C@@H]2[C@@H]3C(=O)N(CC)C(=O)[C@@H]3[C@]3(C(=O)OC)CCCCN23)cc1	1	-4	-2	-0.2	-0.1	-2	1.1	0.2	0.1	-0.9	-0.3
Oc1cccc(C=NCc2ccccc2)c1O	2	7	-33	2.9	-0.8	-4	0.2	-1.2	-0.7	-1.0	-0.6
C[C@H](NC(N)=O)C(=O)N1CCN(S(=O)(=O)c2ccc3ccccc3c2)CC1	3	0	-2	3.2	-1.2	0	-1.2	0.2	0.1	-1.2	0.5
Cc1oc2ccc(OCc3ccc(F)cc3)cc2c1C(=O)O	-6	-8	-4	0.3	-1.1	0	-0.2	0.1	0.9	-1.0	-1.1
CCC(=O)Nc1ccccc1Oc1ccccc1	0	-1	0	-0.8	-1.3	1	-1.0	1.6	1.6	-0.8	-0.1
c1ccc(CSc2ccc(-c3cccnc3)nn2)cc1	4	-2	-12	5.1	1.7	-2	0.1	1.2	7.9	-0.8	2.6
O=C(COC(=O)c1cnccn1)NCCc1ccc(Cl)cc1Cl	3	3	2	0.6	-0.1	0	-1.8	1.9	0.8	-0.9	-0.4
Cc1ccccc1NC(=O)CCN1CCN(Cc2ccccc2)CC1	0	1	0	-1.2	-0.5	1	1.2	-0.5	-0.7	-0.9	-0.1
CC1CN(C(=O)CSc2nnc(C3CCCCC3)n2N)CC(C)O1 (stereo not drawn)	-3	7	-5	-0.7	-0.3	0	-1.3	0.7	1.4	-1.1	-0.4
Cc1ccc(OCC(=O)N/N=C2\CC(=O)CC(C)(C)C2)c(Br)c1	0	-26	-89	3.0	-2.8	-5	-2.1	0.7	-0.8	-1.4	-0.7

Reformatted: two of the compounds above
| Molecule | SMARCA2 activ | HGIII-sPLA2 inh | PLC-beta3 inh | FXN GAA850 act | hcDAF12 agonist | Rev-erbA mod | PG9 binder | DAX1 inh-1 | hgDAF-12 ag | ssDAF-12 act | DAX1 inh-2 |
| --- | --- | --- | --- | --- | --- | --- | --- | --- | --- | --- | --- |
| Cc1oc2ccc(OCc3ccc(F)cc3)cc2c1C(=O)O | -6 | -8 | -4 | 0.3 | -1.1 | 0 | -0.2 | 0.1 | 0.9 | -1.0 | -1.1 |
| CCC(=O)Nc1ccccc1Oc1ccccc1 | 0 | -1 | 0 | -0.8 | -1.3 | 1 | -1.0 | 1.6 | 1.6 | -0.8 | -0.1 |

Looked up by structure from the entries so far, 5 records:
SMILES	SMARCA2 activ	HGIII-sPLA2 inh	PLC-beta3 inh	FXN GAA850 act	hcDAF12 agonist	Rev-erbA mod	PG9 binder	DAX1 inh-1	hgDAF-12 ag	ssDAF-12 act	DAX1 inh-2
Cc1ccc(OCC(=O)N/N=C2\CC(=O)CC(C)(C)C2)c(Br)c1	0	-26	-89	3.0	-2.8	-5	-2.1	0.7	-0.8	-1.4	-0.7
CC1CN(C(=O)CSc2nnc(C3CCCCC3)n2N)CC(C)O1 (stereo not drawn)	-3	7	-5	-0.7	-0.3	0	-1.3	0.7	1.4	-1.1	-0.4
Cc1ccccc1NC(=O)CCN1CCN(Cc2ccccc2)CC1	0	1	0	-1.2	-0.5	1	1.2	-0.5	-0.7	-0.9	-0.1
CCc1ccc(NC(=O)C(CC)Sc2nc3cc4c(cc3c(=O)n2Cc2ccco2)OCO4)cc1 (stereo not drawn)	-1	4	1	-0.6	-1.5	3	-0.4	2.0	-0.5	-1.3	0.4
Cc1ccc(NC(=S)NCC2CCCO2)c(OC(F)F)c1 (stereo not drawn)	-3	19	0	0.5	-0.3	0	-1.4	3.2	-1.6	-0.6	0.1

Other structures.
SMILES	SMARCA2 activ	HGIII-sPLA2 inh	PLC-beta3 inh	FXN GAA850 act	hcDAF12 agonist	Rev-erbA mod	PG9 binder	DAX1 inh-1	hgDAF-12 ag	ssDAF-12 act	DAX1 inh-2
OCCC1CN(Cc2cc(F)ccc2-n2cccn2)CCN1C1CCCC1 (stereo not drawn)	-4	13	-7	1.4	-2.1	-7	-0.9	1.2	-0.3	1.7*	0.1
COc1ccccc1NC(=O)C(C)OC(=O)C1CCN(S(=O)(=O)c2ccccc2C(F)(F)F)CC1 (stereo not drawn)	2	-26	-4	-0.8	-0.7	-2	0.1	-0.4	2.3	-1.8	-0.5
O=C(Nc1ccc(Br)cc1)C1CC(O)CN1C(=O)Oc1ccccc1 (stereo not drawn)	-1	1	-7	-1.0	-0.3	-3	0.3	2.7	1.1	-1.0	0.1
CN=c1scc(C)n1/N=C/c1cc(Br)c(O)c(OC)c1	-5	7	-79	2.4	0.6	0	-6.0	-1.9	-7.4	-0.5	-1.1
CS(=O)(=O)CC(=O)Nc1ccc2nc3n(c(=O)c2c1)CCCCC3	-2	-5	-2	0.5	0.5	-2	-2.8	-0.7	0.6	-1.3	-0.3
Cc1ccc(-c2csc(N3CCC(C(N)=O)CC3)n2)cc1	4	-4	5	3.2	2.3	5	0.1	1.2	5.9	-0.6	0.8
C=CCOCCN1C(=O)C2C(c3ccccc3)C=CC(c3ccccc3)C2C1=O (stereo not drawn)	-2	-20	-61	-3.0	-1.9	0	-0.5	-0.1	-2.1	-0.9	-0.8
CCOc1ccc(CNC(=O)Nc2ccccc2)cc1	3	2	-8	3.1	-0.3	1	-0.3	3.7	6.4	-1.2	0.9
COc1ccc(CC(=O)Nc2ccc3nc(SC)sc3c2)cc1OC	-2	-9	-8	0.8	1.1	2	3.0	-0.9	-2.9	-0.8	1.0
COC(=O)/C=C1\S/C(=N\N=C\CC(=O)OC)NC1=O	1	-5	-12	1.0	1.7	-1	-0.9	0.9	0.4	-1.3	-0.2
COc1ccc([N+](=O)[O-])cc1NC(=O)C(C)N(C)Cc1cccc(OC)c1OC (stereo not drawn)	-3	-4	1	-1.1	-3.7	4	-0.9	1.1	-3.5	-1.8	-1.0
COc1ccc(C)cc1NC(=O)C(OC(=O)C1CC1)c1ccccc1 (stereo not drawn)	6	-2	-5	2.3	-0.3	-1	0.5	-0.1	0.7	-1.1	0.4
c1ccc2cc(OCc3nc4ccccc4[nH]3)ccc2c1	0	-9	2	1.8	3.9	-2	0.6	2.6	11*	0.0	4.8*
Cc1cccc(N(C)S(=O)(=O)c2c(C)noc2C)c1	-1	1	-7	0.5	3.3	2	0.1	0.7	-0.3	-1.4	-0.4
CCOC(=O)C1CCN(C(=O)c2ccc(Cl)c(S(=O)(=O)N3CCOCC3)c2)CC1	-2	-6	4	0.7	1.3	-4	-1.4	0.5	-1.6	-1.7	-1.1
Cc1ccc(-c2cc(C(=O)O)c3cc(Br)ccc3n2)o1	-2	-15	-52	1.7	0.3	-3	14*	-0.6	-1.1	-0.5	0.3
S=c1[nH]cc(-c2ccccc2)n1-c1cccc(Cl)c1	-2	5	-1	3.8	-0.6	1	-0.4	-0.6	1.2	-1.1	-1.2
COc1ccc(CCNC(N)=S)cc1OC	-1	2	-2	1.5	2.9	-1	-1.6	-1.1	-0.4	-0.5	0.1
CC[N+](CC)(CC=C(C)C)CC(=O)OC	2	4	-1	0.5	0.3	-3	-2.7	-2.0	0.0	-1.6	0.5
Cc1cc(C)n2c(=O)[nH]nc2c1	3	1	-235	-0.1	0.5	4	-2.0	0.2	0.8	-0.8	0.0
O=C(CNC(=O)c1ccco1)NCc1ccc2c(c1)OCO2	1	1	-2	2.2	-0.3	0	-0.9	0.1	1.3	-1.4	-0.9
CCC(=O)N1c2ccc(S(=O)(=O)N3CCN(CC)CC3)cc2CC1C (stereo not drawn)	3	7	-5	0.6	-0.9	-5	-2.7	0.2	-0.5	-1.2	0.0
COc1ccc(-c2cc(C(F)(F)F)nc(SCC(=O)Nc3cc(C)on3)n2)cc1OC	0	-3	-188	3.7	-1.7	-3	0.5	-0.4	0.2	-1.4	-0.5
CSc1ccccc1NC(=O)c1cccnc1	-3	1	5	-2.4	3.1	4	-3.1	1.1	5.0	-0.6	0.3
CC1(C)CC(=O)C/C(=N\NC(=O)CCc2ccc(S(=O)(=O)N3CCOCC3)cc2)C1	0	-6	-35	3.3	0.5	1	-0.1	-0.1	0.3	-1.6	0.0
Cc1c(Br)c([N+](=O)[O-])nn1CC(=O)c1ccccc1	2	-17	-6	-0.5	-0.7	3	1.4	0.9	2.1	-0.2	-0.2
CCn1c(SCC(=O)Nc2nccs2)nnc1-c1ccc(S(=O)(=O)N2CCCCCC2)cc1	-3	-19	0	-2.0	-2.8	-2	3.1	-0.8	-5.5	-1.5	-0.8
C=CCN1[C@@H](CC(C)C)COc2cccc(F)c2S1(=O)=O	-3	5	-4	/	-1.5	0	/	/	0.6	-1.8	0.4
O=C(NCC1CCCO1)c1ccc(S(=O)(=O)N2CCCCC2)cc1 (stereo not drawn)	-7	3	-2	-0.5	-0.9	0	2.0	-0.7	1.1	-1.2	0.4
O=C(CCC1CCCCC1)Nc1ccc(S(=O)(=O)Nc2nccs2)cc1	1	-48	-4	1.0	-0.9	-2	1.0	-0.5	0.7	-1.0	0.2
Cc1cccc(N2C(=NC(=O)c3ccccc3)SC3CS(=O)(=O)CC32)c1 (stereo not drawn)	3	-4	-3	0.2	-0.1	4	0.0	0.8	2.2	0.1	-2.1
O=[N+]([O-])c1cc(-c2nc3nc4ccccc4nc3n2CCc2ccccc2)cc([N+](=O)[O-])c1	-3	16	3	0.0	-2.4	2	0.3	-1.1	-3.9	-0.8	0.7

Compound activity from PubChem.
